TPT1 inh: Candida albicans TPT1 enzyme inhibitors, primary screen, biochemical, fluorescence polarization; tRNA 2'-phosphotransferase TPT1 (Candida albicans SC5314); recombinant caTPT1, FP RNA substrate dephosphorylation; inhibition, % at 5 µM; actives 0.81% (n = 300,000); AID 1962, 2009;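 active means inhibition above the mean of all tested compounds plus 3 SD, set per screening campaign, cut at about 24% in these data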;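 further: plate controls were DMSO alone for no effect and ferristatin control at 100 nM for full effect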
core dimer inh: inhibitors of HCV core protein dimerization, primary screen, biochemical, TR-FRET, high-throughput; AID 1899, 2009; actives 0.33% (n = 300,000); TR-FRET GST/Flag-core106 dimerization, 1536-well; inhibition, % at 5 µM;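 active means inhibition above the mean of all tested compounds plus 3 SD, set per screening campaign, cut at about 45% in these data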
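System – GST-tagged and Flag-tagged HCV core protein residues 1-106 · Repeats – one well for each compound · Technique – TR-FRET 671 and 617 nm emission · Doses – one concentration, 5 µM, in 0.5% DMSO · Times – 4 h, 22.5 °C incubation · Also added – Eu donor and XL665 acceptor anti-tag antibodies · Measure – percent inhibition of core106 dimerization signal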
CTSL1 counter: Fasciola hepatica cathepsin L1 inhibitors, primary screen, counter-screen for PFM18AAP inhibitor project, biochemical, QFRET, fluorogenic peptide substrate. actives 0.49% (n = 300,000). inhibition, % at 5.96 µM. recombinant F. hepatica cathepsin L1, Z-Leu-Arg-MCA fluorescence;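 active means inhibition above the mean of all tested compounds plus 3 SD, set per screening campaign, cut at about 17% in these data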;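 further: 0% = plate median of test compound wells and 100% = 1 µM Z-Phe-Ala-diazomethylketone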
JMJD2C inh: inhibitors of GASC-1 histone demethylase, primary screen, biochemical, fluorescence, DELFIA europium. AID 2099, 2009. GST-JMJD2C(1-420) H3K9me3 demethylation. actives 0.069% (n = 330,000). inhibition, % at 2.35 µM;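 active means more than half of a compound's replicate wells show inhibition beyond 50%, single wells judged on their own value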;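 further: signal counts dimethyl H3K9 product captured on neutravidin plate; 0% = median of DMSO wells and 100% = 0.3 times that DMSO median; strong numbers were not always called active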
Target sequence (Q9H3R0 1-420 limits assumed): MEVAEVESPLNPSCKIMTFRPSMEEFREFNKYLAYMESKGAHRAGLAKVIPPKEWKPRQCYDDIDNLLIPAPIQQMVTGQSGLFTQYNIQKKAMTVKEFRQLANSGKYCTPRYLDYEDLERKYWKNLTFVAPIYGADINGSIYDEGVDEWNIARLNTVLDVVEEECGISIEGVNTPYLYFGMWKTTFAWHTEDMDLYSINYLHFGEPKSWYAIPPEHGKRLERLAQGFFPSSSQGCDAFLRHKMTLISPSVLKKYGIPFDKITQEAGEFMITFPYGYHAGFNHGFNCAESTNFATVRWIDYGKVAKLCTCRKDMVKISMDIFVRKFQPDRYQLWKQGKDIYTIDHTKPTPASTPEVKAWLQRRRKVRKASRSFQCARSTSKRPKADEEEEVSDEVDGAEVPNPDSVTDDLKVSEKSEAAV
PP5 inh: PP5 phosphatase inhibitors, primary screen, biochemical, fluorescence | Serine/threonine-protein phosphatase 5 (Homo sapiens), P53041 | purified PP5c, OMFP substrate fluorescence | inhibition, % at 6.7 µM | actives 0.18% (n = 320,000) | AID 1987, 2009;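 active means inhibition above the campaign's mean inhibition across all tested compounds plus 3 SD, cut at about 9.5% in these data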;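 further: 0% = DMSO only and 100% = 100 µM cantharidin control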
PP1 counter: PP1-alpha phosphatase inhibitors, primary screen, counter-screen for PP5 inhibitor project, biochemical, fluorescence, OMFP substrate, single point. Serine/threonine-protein phosphatase PP1-alpha catalytic subunit (Homo sapiens), P62136. purified PP1alpha. inhibition, % at 6.7 µM. actives 0.9% (n = 320,000). AID 2235, 2010;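 active means inhibition above the mean inhibition of all tested compounds plus 3 SD, computed separately for each screening campaign, cut at about 15% in these data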
Target sequence (P62136 whole entry, looked up): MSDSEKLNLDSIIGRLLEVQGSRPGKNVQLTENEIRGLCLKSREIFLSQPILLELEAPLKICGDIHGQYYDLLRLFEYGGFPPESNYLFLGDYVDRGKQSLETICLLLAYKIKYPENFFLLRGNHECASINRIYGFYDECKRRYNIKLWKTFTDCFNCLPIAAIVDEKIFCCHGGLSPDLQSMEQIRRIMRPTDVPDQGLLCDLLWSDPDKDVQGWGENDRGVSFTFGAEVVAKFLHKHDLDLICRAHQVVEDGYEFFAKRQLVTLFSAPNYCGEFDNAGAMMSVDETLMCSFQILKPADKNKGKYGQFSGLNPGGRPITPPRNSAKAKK
CR mimetic SO: reduction of superoxide in aged yeast, primary screen, HTS; S. cerevisiae aged cells, superoxide DHE fluorescence; hits give low values; superoxide response (% of plate mean), % at 10 µM; actives 0.18% (n = 330,000); AID 2690, 2010;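 active means superoxide response under a set limit, about three screen SD below normal, cut at about 65% in these data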;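 further: yeast aged for seven days with compound at 30 °C before DHE staining; 100% = average MFI of all compound-treated wells on the plate with controls excluded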
EBNA-1 inhibitor: EBNA-1 DNA-binding inhibitors, primary screen, biochemical, fluorescence polarization. inhibition, % at 14.8 µM. AID 1950, 2009. actives 0.34% (n = 300,000); in the data active means inhibition above about 28%
ZTA counter: blocks Epstein-Barr virus ZTA, an EBNA-1 counter-screen | ZTA-DNA binding, fluorescence polarization | inhibition, % at 11 µM | actives 0.15% (n = 320,000); in the data active means inhibition above about 33%
Target sequence (P03206 whole entry, looked up): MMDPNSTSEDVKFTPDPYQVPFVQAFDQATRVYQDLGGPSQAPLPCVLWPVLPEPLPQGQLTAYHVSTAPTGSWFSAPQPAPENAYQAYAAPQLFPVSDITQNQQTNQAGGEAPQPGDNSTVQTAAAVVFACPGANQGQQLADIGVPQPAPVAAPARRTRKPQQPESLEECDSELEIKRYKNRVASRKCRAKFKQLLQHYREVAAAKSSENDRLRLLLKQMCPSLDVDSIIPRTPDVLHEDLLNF
* = called active by the depositor; x = not tested or not shown; & = joins results of further samples. Random draw from the library. About 3.1% of those tested had a hit in this group.

SMILES | TPT1 inh | core dimer inh | CTSL1 counter | JMJD2C inh | PP5 inh | PP1 counter | CR mimetic SO | EBNA-1 inhibitor | ZTA counter
COc1ccc(OCc2nnc(SCC(=O)c3c(N)n(C)c(=O)n(C)c3=O)n2-c2ccccc2F)cc1 | -3 | 1 | 2 | -6 | -0.7 | -4 | 104 | -3 | -10
Fc1ccc(-c2nnc(SCc3ncc(-c4ccccc4)o3)n2CC2CCCO2)cc1 (configuration not stated) | -4 | 1 | 0 | 8 | 0.7 | -1 | 90 | 6 | -16
COc1ccc(NC(=O)CN2C(=O)CSc3ncccc32)cc1 | -1 | -9 | -5 | 13 | 1.4 | -1 | 100 | -10 | -15
CC(OC(=O)c1ccco1)C(=O)NCc1cccs1 (configuration not stated) | 0 | -9 | -11 | -1 | 2.9 | -2 | 107 | -15 | -8
CCC(c1nnnn1Cc1ccc2c(c1)OCO2)N1CCN(c2ccc(OC)cc2)CC1 (configuration not stated) | -1 | 4 | 8 | -8 | -11 | 7 | 104 | -3 | -14
COC(=O)[C@@H]1C[C@@H]2CC[C@@H](O)C[C@@H]2N1Cc1ccccc1OS(=O)(=O)c1ccc(C)cc1 | 34* | 9 | -8 | 11 | 3.8 | 6 | x | -10 | 1
CCNS(=O)(=O)c1ccc2nc(NC(=O)c3cccnc3)sc2c1 | 5 | 7 | 2 | -14 | 4.3 | 1 | 112 | 2 | 4
COc1ccc(C)cc1Nc1c2c(nc3ccccc13)CCC2 | 3 | -1 | 6 | 5 | -1.7 | 2 | 93 | -4 | -4
Cn1cncc1C#Cc1ccc2cc(C(C)(C)O)oc(=O)c2c1 | x | x | x | 3 | 1.4 | -2 | 105 | x | 1
Nn1c(Cc2cccc3ccccc23)nnc1SCC(=O)N1CC(=O)Nc2ccccc21 | -5 | 0 | 3 | 4 | -0.4 | -3 | 98 | 4 | 3
CC(/C=C/c1ccccc1)=N\NC(N)=S | -2 | -11 | 3 | 21 | 2.6 | -3 | 100 | -15 | -5
Nc1c(C(=O)CSc2ccccn2)c(=O)[nH]c(=O)n1C1CC1 | x | x | x | -10 | 1.0 | 1 | 97 | x | 3
CCCCNC(=S)NNC(=O)c1csc(C)c1 | 0 | -4 | 1 | 7 | 6.7 | -2 | 95 | -6 | -9
CSc1ccccc1NC(=O)CN(C)C(C)C(=O)Nc1ccc(C#N)cc1 (configuration not stated) | 1 | -2 | -2 | -1 | 1.1 | -1 | 85 | 5 | 2
O=C(CCCCCCCCCCC(=O)NCc1cccnc1)NCc1cccnc1 | -3 | 2 | -2 | 3 | -2.8 | -8 | 98 | 11 | 15
Cc1cc(=O)oc2cc(Oc3ncccc3[N+](=O)[O-])ccc12 | 3 | 4 | -2 | 10 | -1.3 | -3 | 116 | -15 | 7
CC(C)CCNC(=O)NC(=O)COC(=O)/C=C/c1cc(Br)ccc1F | -3 | 0 | 0 | 14 | 2.3 | 1 | 98 | 2 | 7
Cc1ccc(O)c(NC(=O)C2CC(c3c(F)cccc3Cl)=NO2)c1 (configuration not stated) | 1 | 1 | 1 | 64 | 7.0 | 1 | 128 | -20 | -6
CC(C)N(C(=O)COc1ccc(Br)cc1Cl)C(C)C | -3 | 3 | 0 | 2 | -0.1 | -5 | 97 | 2 | -4
CCOC(=O)N1C=CC(C)=C[C@@H]2[C@@H](N3C(=O)c4ccccc4C3=O)C(=O)N21 | -2 | 2 | 3 | -8 | -2.1 | -4 | 100 | 6 | 0
Nc1c(S(=O)(=O)c2ccccc2)c2nc3ccccc3nc2n1C1CC1 | -1 | 1 | 3 | -15 | -0.1 | -2 | 103 | -19 | -8
Cc1ccc(NC(=O)c2c(Cl)nc3ccccn23)cc1 | 0 | -6 | 1 | 13 | 2.6 | -4 | 101 | 16 | -2
CCOC(=O)C1CCCN(C(=O)c2ccccc2NC(=O)C2=C(C)OCCS2)C1 (configuration not stated) | -2 | 2 | 4 | -2 | 0.4 | -2 | 112 | 4 | 15
O=C(Nc1nnc(SCc2ccccc2)s1)c1ccco1 | -2 | 0 | 2 | 5 | 0.1 | -3 | 106 | -12 | -15
O=C(NCc1ccc2c(c1)OCO2)C1(S(=O)(=O)c2ccccc2)CC1 | 4 | -9 | -3 | 13 | 2.7 | -5 | 105 | -18 | -7
Next records
SMILES | TPT1 inh | core dimer inh | CTSL1 counter | JMJD2C inh | PP5 inh | PP1 counter | CR mimetic SO | EBNA-1 inhibitor | ZTA counter
N#CCCN1CCN(S(=O)(=O)c2ccc(C#N)cc2)CC1 | -4 | -3 | -4 | 5 | 2.1 | 1 | 90 | -5 | 13
Cc1cc(/C=N/NC(=O)c2ccc(CN3CCOCC3)cc2)c(C)n1-c1ccccc1 | -2 | 1 | 4 | -13 | 0.2 | -4 | 100 | 8 | 9
CCc1ccc(S(=O)(=O)N2CCN(c3ccccc3OC)CC2)cc1 | 1 | 0 | -2 | 1 | 1.8 | 1 | 96 | 2 | -14
CC(=O)Nc1c(S(=O)(=O)c2ccccc2)c2nc3ccccc3nc2n1Cc1ccccc1 | -3 | 11 | 2 | 3 | 2.9 | -2 | 107 | -4 | 4
Cc1cc(C)c(S(=O)(=O)Nc2nnc(C)s2)c(C)c1 | 0 | 4 | -1 | 13 | 2.0 | -3 | 102 | -12 | -6
Oc1cccc(NC(=S)N=Nc2c(O)[nH]c3ccc(Br)cc23)c1 | 3 | -2 | -2 | 1 | 1.4 | 3 | 106 | 2 | -1
Cc1ccccc1-n1nc2c(c1NC(=O)c1ccco1)CS(=O)(=O)C2 | -2 | -2 | -1 | 2 | -0.8 | -4 | 102 | 5 | 4
N#CCC(=O)N/N=C\c1ccc(OC/C=C/c2ccccc2)cc1 | 0 | 24 | -1 | -6 | 0.6 | 17* | 113 | 3 | 2
CC(Oc1cc2oc(=O)c3c(c2cc1Cl)CCC3)C(=O)NCCCN1CCOCC1 (configuration not stated) | 2 | 9 | -2 | -1 | 2.0 | -1 | 128 | 2 | -14
C(=C/c1ccnc2nc(SC/C=C/c3ccccc3)nn12)/c1ccccc1 | 4 | 4 | -1 | 8 | 1.2 | 6 | 94 | -5 | 8
Cc1c(C(=O)N2CCCc3ccccc32)sc2nc(-c3ccccc3)cn12 | -1 | 32 | 15 | -14 | -0.2 | 0 | 85 | -4 | 14
O=C1S/C(=C\c2ccc(N3CCOCC3)o2)C(=O)N1Cc1ccc(F)cc1 | 142* | -4 | 0 | x | 0.8 | 1 | 89 | 10 | 4
CC(C)(C)c1cc(NC(=O)c2ccc(OC3CCCC3)cc2)no1 | 2 | 6 | 2 | -4 | 3.7 | 3 | 105 | -4 | -25
CC1(c2ccc(OC(F)F)cc2)NC(=O)N(CC(=O)NC2CCCCC2)C1=O (configuration not stated) | -1 | 3 | 0 | 0 | -2.2 | -7 | 130 | -2 | 6
CCCOC(=O)c1ccc(Nc2cc(C)nc3ncnn23)cc1 | -5 | 3 | 6 | -1 | 0.4 | -1 | 89 | 11 | 3
COc1cc(C)c(NC(=O)c2cc(C3CC3)nc3c2cnn3C(C)C)cc1OC | x | x | x | 4 | -1.0 | -1 | 111 | x | -9
CN(C)S(=O)(=O)c1cccc(NC(=S)N/N=C/C(c2ccccc2)c2ccccc2)c1 | 5 | 9 | -4 | -5 | 3.9 | -1 | 101 | 3 | 0
CCCN(CCC)C(=S)NC(=O)c1ccc(-c2ccccc2)cc1 | 2 | 0 | 2 | 6 | 1.7 | 1 | 88 | 8 | 2
O=C(Cn1cc(/C=N/NC(=O)c2ccccc2Br)c2ccccc21)Nc1ccc(F)cc1 | 0 | 11 | 3 | 1 | 3.6 | 2 | 124 | 5 | 7
O=C(NNC(=S)NC(=O)c1ccccc1[N+](=O)[O-])c1ccccc1Cl | -2 | 1 | 7 | 10 | -1.3 | -3 | 91 | -4 | 0
O=C(CCCn1c(=O)[nH]c2ccccc2c1=O)NC1CCCCCC1 | -2 | 3 | 0 | -1 | 1.1 | 0 | 93 | 2 | -14
Cc1c(C(=O)N2CCCCC2)sc(NC(=O)c2ccco2)c1C#N | 3 | 4 | -1 | -3 | 1.1 | -6 | 93 | 3 | 2
COc1ccc(-c2cn3cccnc3n2)cc1Br | -3 | -4 | 3 | 1 | -0.4 | -2 | 96 | -7 | -7
O=C(CCCCCN1C(=O)c2ccccc2C1=O)NCCc1nc2ccccc2[nH]1 | 3 | 3 | -3 | -11 | -6.5 | -5 | 95 | -15 | 1
CN(C)CCCOC(=O)N1c2ccccc2C=Cc2ccccc21 | -2 | -7 | 1 | 5 | -1.6 | -4 | 105 | 4 | -12
Following part:
SMILES | TPT1 inh | core dimer inh | CTSL1 counter | JMJD2C inh | PP5 inh | PP1 counter | CR mimetic SO | EBNA-1 inhibitor | ZTA counter
COc1ccc(/C=N/NC(=O)c2ccncc2)cc1COc1ccc(NC(C)=O)cc1 | -5 | 3 | -3 | -14 | 1.3 | -4 | 98 | 4 | 7
O=C(O)CCC(=O)NNC(=O)CCC(=O)NCc1ccccc1 | -5 | 1 | -4 | 0 | 2.8 | 0 | 89 | -8 | -7
O=C(CCCc1nc(-c2ccc(Cl)cc2)no1)NC1CCCCC1 | 1 | -6 | 6 | 5 | -0.4 | -1 | 101 | -11 | -4
CC1=C(C(=O)OCc2ccccc2)C(c2ccsc2)C(C#N)=C(N)O1 (configuration not stated) | -8 | 4 | -9 | 4 | 4.0 | 1 | 100 | 2 | -4
COC(=O)c1cccc(NC(=O)c2ccc3c(c2)C(=O)N(CC2CCCO2)C3=O)c1 (configuration not stated) | 1 | -3 | -1 | 2 | 0.0 | -1 | 95 | 10 | 2
CCOC(=O)c1[nH]c(Cc2[nH]c(C(=O)OCC)c(C)c2CCC(=O)OC)c(CCC(=O)OC)c1C | -2 | 0 | 3 | -1&-1 | 2.1 | 2 | 93 | 7 | 17
CC(C)(C)c1nn(-c2ccccc2)c2[nH]c(=O)c(C=O)cc12 | -3 | 11 | 3 | -9 | -0.8 | 0 | 92 | 5 | -2
COc1cc(CN2CCCN(C)CC2)cc([N+](=O)[O-])c1O | 4 | -11 | -2 | -1 | 4.6 | 6 | 106 | 1 | 5
C/C(=N\NC(=O)C1(C)CC1(Br)Br)c1ccc(NC(=O)C2CCC2)cc1 (configuration not stated) | -6 | -11 | 0 | -1 | 3.2 | 2 | 119 | -7 | -15
CN(CC(=O)Nc1ccccc1Cl)C(=O)COC(=O)CCN1C(=O)C2CC=CCC2C1=O (configuration not stated) | -1 | 0 | -2 | -3 | 0.5 | -2 | 84 | 0 | -2
